GLD-1 RNA inh = GLD-1-TGE RNA interaction inhibition (C. elegans); Q17339; purified GLD-1 + fluorescein TGE RNA, fluorescence polarization; inhibition, % at 5.96 µM; 320,000 compounds, 0.44% hits;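 active means percent inhibition above a per-plate cutoff, the plate mean of test compounds plus 3 SD, cut at about 30% in these data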;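 further: 0% = DMSO wells with GLD-1 and probe and 100% = wells lacking GLD-1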
Target sequence (Q17339 whole entry, looked up): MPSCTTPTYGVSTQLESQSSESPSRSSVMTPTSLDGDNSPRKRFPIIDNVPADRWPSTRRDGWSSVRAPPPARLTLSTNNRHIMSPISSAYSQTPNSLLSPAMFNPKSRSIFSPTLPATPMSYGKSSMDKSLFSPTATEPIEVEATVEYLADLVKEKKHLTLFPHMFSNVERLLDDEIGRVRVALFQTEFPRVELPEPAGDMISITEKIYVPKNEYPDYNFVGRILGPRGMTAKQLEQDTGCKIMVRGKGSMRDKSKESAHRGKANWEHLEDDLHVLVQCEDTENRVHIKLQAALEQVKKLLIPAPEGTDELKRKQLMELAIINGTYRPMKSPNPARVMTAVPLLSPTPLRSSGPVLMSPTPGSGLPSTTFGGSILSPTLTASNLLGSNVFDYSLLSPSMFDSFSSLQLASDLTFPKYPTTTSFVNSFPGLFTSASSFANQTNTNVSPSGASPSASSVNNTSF
EBNA-1 inh = blocks EBNA-1 binding to DNA | 300,000 compounds, 0.34% hits | inhibition, % at 14.8 µM | EBNA-1 DNA binding, fluorescence polarization | AID 1950; in the data active means inhibition above about 28%
Yeast superoxide = caloric restriction mimetics inhibiting age-related superoxide in yeast; 330,000 compounds, 0.18% hits; S. cerevisiae aged cells, superoxide DHE fluorescence; hits give low values; superoxide response (% of plate mean), % at 10 µM;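 active means superoxide response under a set limit, about three screen SD below normal, cut at about 65% in these data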;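 further: yeast aged for seven days with compound at 30 °C before DHE staining; 100% = average MFI of all compound-treated wells on the plate with controls excluded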
MCL1-BIM inh = inhibitors of human MCL1 binding to BIM-BH3 peptide | Q07820 | GST-MCL1 / FITC-Bim-BH3 fluorescence polarization | inhibition, % at 10.9 µM | 320,000 compounds, 0.68% hits;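 active means inhibition above the mean inhibition of all tested compounds plus 3 SD, set per campaign, cut at about 40% in these data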;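 further: 0% = DMSO wells and 100% = unlabeled Bim-BH3 peptide control; higher means more loss of mP so more displacement of Bim peptide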
Target sequence (Q07820 whole entry, looked up): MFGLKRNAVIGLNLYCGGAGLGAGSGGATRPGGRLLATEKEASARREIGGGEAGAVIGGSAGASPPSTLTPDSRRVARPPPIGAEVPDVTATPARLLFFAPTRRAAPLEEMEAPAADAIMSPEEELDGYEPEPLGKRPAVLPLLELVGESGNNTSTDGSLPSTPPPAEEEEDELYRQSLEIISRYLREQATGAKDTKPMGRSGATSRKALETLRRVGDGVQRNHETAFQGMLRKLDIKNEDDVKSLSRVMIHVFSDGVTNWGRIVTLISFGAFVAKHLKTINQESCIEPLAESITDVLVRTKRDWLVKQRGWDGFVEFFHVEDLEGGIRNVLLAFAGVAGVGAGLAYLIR
MEX-5 binding = C. elegans MEX-5 TCR-2 RNA binding activity; activity score (negative = inhibition of binding), % at 10 µM; 300,000 compounds, 0.38% hits; Q9XUB2; MEX-5/FITC-TCR2 RNA binding, fluorescence polarization; hits give low values;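 active means inhibition past about -25% in most replicates, and total fluorescence under double the plate's negative control median, limit read from the data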;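 further: 0% = DMSO and -100% = 5 µM competing unlabeled TCR2 RNA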
Fam108B counter = blocks mouse Fam108B hydrolase in RBBP9 counter-screen; recombinant Fam108B, FP-Rh probe fluorescence polarization; inhibition, % at 9.51 µM; 300,000 compounds, 0.33% hits; AID 1947;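 active means inhibition above the screen mean inhibition plus 3 SD, computed separately per campaign, cut at about 18% in these data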;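 further: inhibitors lower polarization as less probe binds the enzyme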
Efflux pump mplx = inhibitors of Candida antifungal efflux pumps expressed in yeast | inhibition, % at 10 µM | 330,000 compounds, 0.44% hits | S. cerevisiae Candida pump triplex, Nile Red efflux | AID 485275;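 active means plate passing quality check with inhibition over a set limit, or well fluorescence over plate mean plus 4 SD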;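 further: Nile Red retained in pooled yeast measured as flow cytometry median fluorescence; 0% = buffer negative control and 100% = Enniatin B positive control; higher means more Nile Red kept so more efflux inhibition; some compounds called inactive have numbers as strong as hits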
Bcl-xL primary = blocks human Bcl-xL binding to Bim BH3 peptide. AID 2129. GST-Bcl-xL / FITC-Bim BH3 peptide fluorescence polarization. Q07817. inhibition, % at 10.9 µM. 320,000 compounds, 0.7% hits;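 active means inhibition above the mean of all tested compounds plus 3 SD, cutoff set per campaign, cut at about 30% in these data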;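 further: 0% = DMSO wells and 100% = unlabeled Bim-BH3 peptide competitor; inhibitors lower millipolarization by displacing the labeled peptide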
ZTA DNA inh = counter-screen for EBNA-1 inhibitors: inhibitors of Epstein-Barr virus ZTA; 320,000 compounds, 0.15% hits; P03206; ZTA-DNA binding, fluorescence polarization; AID 2234; inhibition, % at 11 µM; in the data active means inhibition above about 33%
Target sequence (P03206 whole entry, looked up): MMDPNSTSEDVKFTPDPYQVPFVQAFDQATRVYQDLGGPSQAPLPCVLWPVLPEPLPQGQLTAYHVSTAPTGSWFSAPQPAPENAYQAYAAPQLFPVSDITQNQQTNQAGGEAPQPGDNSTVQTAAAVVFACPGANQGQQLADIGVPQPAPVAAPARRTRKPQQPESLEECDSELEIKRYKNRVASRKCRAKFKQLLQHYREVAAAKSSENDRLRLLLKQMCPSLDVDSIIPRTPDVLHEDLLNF
Numbers without * were called inactive.

Screening CC1CC(C)CN(C(=O)COC(=O)c2nn(C)c(=O)c3ccccc23)C1 (stereo not drawn) returned GLD-1 RNA inh 2, EBNA-1 inh -1, Yeast superoxide 93, MCL1-BIM inh -8, MEX-5 binding -1.9, Fam108B counter 3, Efflux pump mplx 0.0, Bcl-xL primary 1 and ZTA DNA inh -1.
`O=c1c2ccccc2nnn1CSc1nnnn1-c1ccccc1` gave GLD-1 RNA inh 1, EBNA-1 inh 16, Yeast superoxide 101, MCL1-BIM inh 4, MEX-5 binding 0.0, Fam108B counter 0, Efflux pump mplx 0.0, Bcl-xL primary -2 and ZTA DNA inh 14.
For O=C1c2ccccc2C2=Nc3ccccc3SC(c3cccc(F)c3)C12 (stereo not drawn) the results were GLD-1 RNA inh 0, EBNA-1 inh 5, Yeast superoxide 109, MCL1-BIM inh 0, MEX-5 binding 1.5, Fam108B counter 22*, Efflux pump mplx 0.1, Bcl-xL primary 5 and ZTA DNA inh -19.
Cc1ccc(SCCC(=O)N2CCCC2)cc1 was read as GLD-1 RNA inh 3, EBNA-1 inh 4, Yeast superoxide 102, MCL1-BIM inh 8, MEX-5 binding -4.5, Fam108B counter -1, Efflux pump mplx 0.1, Bcl-xL primary 7 and ZTA DNA inh -1.
For Cc1ccc(-n2c(C)cc(C(=O)CSc3nnc4ccccn34)c2C)cc1 the results were GLD-1 RNA inh 3, EBNA-1 inh -3, Yeast superoxide 93, MCL1-BIM inh -2, MEX-5 binding -2.1, Fam108B counter 0, Efflux pump mplx 0.0, Bcl-xL primary -4 and ZTA DNA inh -13.
O=C(CN1C(=O)COc2ccccc21)NCCCN1CCCCC1 was read as GLD-1 RNA inh 2, EBNA-1 inh -13, Yeast superoxide 88, MCL1-BIM inh 3, MEX-5 binding 0.9, Fam108B counter -2, Efflux pump mplx -0.1, Bcl-xL primary 2 and ZTA DNA inh -10.
For C/C=C(\C)C(=O)Nc1cccc(C2=NOC3(C2)C[C@@H](C(N)=O)N(C(=O)/C(C)=C/C)C3)c1 (stereo partly drawn) the results were GLD-1 RNA inh 1, EBNA-1 inh 3, Yeast superoxide 91, MCL1-BIM inh 6, MEX-5 binding 0.5, Fam108B counter 2, Efflux pump mplx -0.1, Bcl-xL primary 7 and ZTA DNA inh 17.
NC(N)=NCC(O)CN(c1ccccc1)c1ccccc1 (stereo not drawn) was read as GLD-1 RNA inh 0, EBNA-1 inh 3, Yeast superoxide 105, MCL1-BIM inh 0, MEX-5 binding -0.7, Fam108B counter 0, Efflux pump mplx 0.0, Bcl-xL primary 0 and ZTA DNA inh 9.
CCCC(=O)NC(C)C(c1cccs1)N1CCN(c2ccccc2)CC1 (stereo not drawn) was read as GLD-1 RNA inh 5, EBNA-1 inh 0, Yeast superoxide 108, MCL1-BIM inh 3, MEX-5 binding 1.1, Fam108B counter 2, Efflux pump mplx 0.1, Bcl-xL primary -2 and ZTA DNA inh -9.
Screening CCc1ccc(C(=O)N2CCC(c3nc4ccccc4s3)CC2)cc1 returned GLD-1 RNA inh 2, EBNA-1 inh 1, Yeast superoxide 110, MCL1-BIM inh 4, MEX-5 binding 3.7, Fam108B counter -1, Efflux pump mplx 0.1, Bcl-xL primary 6 and ZTA DNA inh 9.
Screening CN(C)C(CNC(=O)c1ccc(NS(=O)(=O)c2ccc(F)cc2)cc1)c1ccco1 (stereo not drawn) returned GLD-1 RNA inh 7, EBNA-1 inh 2, Yeast superoxide 106, MCL1-BIM inh -5, MEX-5 binding -0.1, Fam108B counter -1, Efflux pump mplx 0.0, Bcl-xL primary 1 and ZTA DNA inh 8.
Screening CCOC(=O)COc1ccc(S(=O)(=O)NCc2ccncc2)cc1 returned GLD-1 RNA inh 4, EBNA-1 inh 2, Yeast superoxide 99, MCL1-BIM inh 4, MEX-5 binding 2.9, Fam108B counter 1, Efflux pump mplx 0.0, Bcl-xL primary 3 and ZTA DNA inh 6.
CCn1ncc(Br)c1C(=O)Nc1ccc(F)c([N+](=O)[O-])c1 was read as GLD-1 RNA inh -2, EBNA-1 inh -10, Yeast superoxide 101, MCL1-BIM inh 3, MEX-5 binding -1.5, Fam108B counter 7, Efflux pump mplx -0.5, Bcl-xL primary 1 and ZTA DNA inh 16.
`O=C(Cc1csc(N2CCOCC2)n1)N/N=C/c1ccc(F)cc1` gave GLD-1 RNA inh 2, EBNA-1 inh 5, Yeast superoxide 93, MCL1-BIM inh 3, MEX-5 binding -1.1, Fam108B counter -4, Efflux pump mplx 0.0, Bcl-xL primary -1 and ZTA DNA inh 8.
CCCS(=O)(=O)N1CCCC(C(=O)NCCCN2CCN(c3ccc(F)cc3)CC2)C1 (stereo not drawn) was read as GLD-1 RNA inh -1, EBNA-1 inh -2, Yeast superoxide 104, MCL1-BIM inh 4, MEX-5 binding 2.2, Fam108B counter -2, Efflux pump mplx -0.1, Bcl-xL primary 7 and ZTA DNA inh 8.
For Cc1c(NC(=O)c2cc(-c3ccc(Cl)cc3)on2)c(=O)n(-c2ccccc2)n1C the results were GLD-1 RNA inh 9, EBNA-1 inh 0, Yeast superoxide 101, MCL1-BIM inh -2, MEX-5 binding 3.1, Fam108B counter 2, Efflux pump mplx 0.0, Bcl-xL primary 0 and ZTA DNA inh 9.
`Cc1cccc(NCN2C(=O)c3ccccc3C2=O)c1` gave GLD-1 RNA inh -2, EBNA-1 inh 12, Yeast superoxide 109, MCL1-BIM inh 3, MEX-5 binding -1.0, Fam108B counter 0, Efflux pump mplx -0.1, Bcl-xL primary 7 and ZTA DNA inh 2.
CN(C(=O)COC(=O)c1ccccc1NCc1ccco1)c1c(N)n(Cc2ccccc2)c(=O)[nH]c1=O was read as GLD-1 RNA inh -1, EBNA-1 inh -4, Yeast superoxide 94, MCL1-BIM inh -23, MEX-5 binding 2.3, Fam108B counter -1, Efflux pump mplx 0.1, Bcl-xL primary -16 and ZTA DNA inh 12.
For O=C(N/N=C/c1ccccc1O)c1cccc(C(F)(F)F)c1 the results were GLD-1 RNA inh 3, EBNA-1 inh -6, Yeast superoxide 84, MCL1-BIM inh 11, MEX-5 binding 0.2, Fam108B counter -3, Efflux pump mplx -0.4, Bcl-xL primary 5 and ZTA DNA inh -13.
`CCN(CC)S(=O)(=O)c1ccc(NC(=O)c2cccnc2Cl)c(NC(=O)c2cccnc2Cl)c1` gave GLD-1 RNA inh -2, EBNA-1 inh -3, Yeast superoxide 97, MCL1-BIM inh 1, MEX-5 binding -0.9, Fam108B counter -2, Efflux pump mplx -0.4, Bcl-xL primary 5 and ZTA DNA inh -2.
For CC1CCCC(C)N1C(=O)COC(=O)c1nn(C)c(=O)c2ccccc12 (stereo not drawn) the results were GLD-1 RNA inh 1, EBNA-1 inh 1, Yeast superoxide 108, MCL1-BIM inh 4, MEX-5 binding 0.5, Fam108B counter -2, Efflux pump mplx -0.1, Bcl-xL primary 2 and ZTA DNA inh 7.
`COc1ccccc1C(=O)N1CCN=C1SCc1cccnc1` gave GLD-1 RNA inh 6, EBNA-1 inh -6, Yeast superoxide 98, MCL1-BIM inh 7, MEX-5 binding 0.7, Fam108B counter -1, Efflux pump mplx -0.1, Bcl-xL primary 22 and ZTA DNA inh 10.
`Cc1nc(NC(=O)CN(C)S(=O)(=O)c2ccc(Cl)cc2)sc1C` gave GLD-1 RNA inh 3, EBNA-1 inh 10, Yeast superoxide 88, MCL1-BIM inh 8, MEX-5 binding -1.9, Fam108B counter 0, Efflux pump mplx -0.1, Bcl-xL primary -1 and ZTA DNA inh -14.
For COC(=O)/C(C#N)=C/c1ccc(-c2ccc(S(N)(=O)=O)cc2)o1 the results were GLD-1 RNA inh 0, EBNA-1 inh 8, Yeast superoxide 104, MCL1-BIM inh -6, MEX-5 binding -11, Fam108B counter 5, Efflux pump mplx -0.2, Bcl-xL primary 1 and ZTA DNA inh 4.
Screening COc1cccc(C2C(C(=O)OC(C)C)=C(C)Nc3ncnn32)c1 (stereo not drawn) returned GLD-1 RNA inh 6, EBNA-1 inh -1, Yeast superoxide 98, MCL1-BIM inh 1, MEX-5 binding -1.2, Fam108B counter 4, Efflux pump mplx 0.0, Bcl-xL primary 5 and ZTA DNA inh 17.
Screening N#C/C(=C\Nc1ccc2c(c1)OCCO2)c1nc2ccccc2[nH]1 returned GLD-1 RNA inh -8, EBNA-1 inh 3, Yeast superoxide 92, MCL1-BIM inh -5, MEX-5 binding 2.4, Fam108B counter 8, Efflux pump mplx -0.1, Bcl-xL primary -4 and ZTA DNA inh 13.
CN(CC(=O)Nc1ccccc1Cl)C(=O)COC(=O)c1cc([N+](=O)[O-])ccc1N1CCOCC1 was read as GLD-1 RNA inh 11, EBNA-1 inh -8, Yeast superoxide 89, MCL1-BIM inh 2, MEX-5 binding -2.0, Fam108B counter 0, Efflux pump mplx 0.0, Bcl-xL primary 1 and ZTA DNA inh -1.
For CC1=CC(=C(C#N)c2nc3ccccc3s2)C=C(C)N1CC1CCCO1 (stereo not drawn) the results were GLD-1 RNA inh 4, EBNA-1 inh -3, Yeast superoxide 114, MCL1-BIM inh -4, MEX-5 binding -36*, Fam108B counter 9, Efflux pump mplx 0.6, Bcl-xL primary -5 and ZTA DNA inh -15.
For COc1ccc2nc(C)cc(Nc3ccc(C(=O)O)cc3)c2c1 the results were GLD-1 RNA inh -3, EBNA-1 inh -21, Yeast superoxide 105, MCL1-BIM inh 6, MEX-5 binding -3.7, Fam108B counter 4, Efflux pump mplx 0.0, Bcl-xL primary 4 and ZTA DNA inh -11.
CSc1cccc(NS(=O)(=O)c2ccc3c(c2)NC(=O)C(C)C(=O)N3)c1 (stereo not drawn) was read as GLD-1 RNA inh 5, EBNA-1 inh -8, Yeast superoxide 96, MCL1-BIM inh 9, MEX-5 binding -0.6, Fam108B counter 0, Efflux pump mplx 0.0, Bcl-xL primary 2 and ZTA DNA inh 9.
For Cn1c(CC(=O)Nc2ccccc2)nnc1SCC(=O)Nc1ccc(N2CCOCC2)cc1 the results were GLD-1 RNA inh -2, EBNA-1 inh -13, Yeast superoxide 116, MCL1-BIM inh 11, MEX-5 binding 2.5, Fam108B counter 0, Efflux pump mplx 0.2, Bcl-xL primary 5 and ZTA DNA inh 7.
For CCCCC(C(=O)O)C(C)CC(=O)Nc1ccn(-c2ccccc2)n1 (stereo not drawn) the results were GLD-1 RNA inh 7, EBNA-1 inh -1, Yeast superoxide 96, MCL1-BIM inh 1, MEX-5 binding 0.7, Fam108B counter -1, Efflux pump mplx -0.1, Bcl-xL primary 4 and ZTA DNA inh 5.
For O=c1c2c3c(sc2n(CCN2CCCCC2)c(=O)n1Cc1ccco1)CCCCC3 the results were GLD-1 RNA inh 7, EBNA-1 inh 9, Yeast superoxide 111, MCL1-BIM inh 3, MEX-5 binding 0.2, Fam108B counter 21*, Efflux pump mplx 0.1, Bcl-xL primary 5 and ZTA DNA inh -1.
COCc1c(C(=O)NCCOc2ccc(Cl)cc2)oc2ccccc12 was read as GLD-1 RNA inh 6, Yeast superoxide 109, MCL1-BIM inh 1, Efflux pump mplx 0.0, Bcl-xL primary 0 and ZTA DNA inh 9.
`Cc1ccccc1C(=O)NC(=S)Nc1ccccc1C(=O)O` gave GLD-1 RNA inh -1, EBNA-1 inh -15, Yeast superoxide 116, MCL1-BIM inh 8, MEX-5 binding 2.6, Fam108B counter -4, Efflux pump mplx 0.3, Bcl-xL primary 1 and ZTA DNA inh -12.
